MrgX1 ag: agonists of human MrgX1 receptor, primary screen, HEK293 cells, Fluo-4 calcium flux; Fluo-4 calcium fluorescence, agonist mode; stronger effect = higher value; B-score at 10 µM; AID 588627, 2011; hit rate 0.44% among 310,000; Mas-related G-protein coupled receptor member X1 (Homo sapiens), Q96LB2;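 active means calcium response B-score plate-corrected fluorescence ratio at least 3 library SD, with starting fluorescence B-score inside 5 SD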
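Assay system: stable human MrgX1 HEK293 cell line. Quantity: 15,000 cells per well. Schedule: cells plated overnight, dye loaded 0.5 h 37 °C, 0.5 h room temperature. Detection: Fluo-4 NW calcium-flux fluorescence, kinetic read. Read-out basis: peak-minus-minimum fluorescence over baseline, converted to B scores. Control set: positive and negative control wells on each plate.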
MrgX1 allo act: positive allosteric modulators of MrgX1, primary screen, HEK293 cells, Fluo-4 calcium flux; FDSS; stronger effect = higher value; B-score at 10 µM; hit rate 0.63% among 310,000; AID 588675, 2011;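 active means plate-corrected calcium response at least 3 library SD above typical, normal starting fluorescence, not activating the receptor alone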;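 further: compound read alongside a low EC10 to EC30 dose of BAM8-22 agonist; peak minus trough fluorescence over baseline measured at the second addition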
SKKanGAS inh: S. pyogenes SKKanGAS growth inhibitors in kanamycin, primary screen, streptokinase expression inhibitor project, SKKanGAS strain, BacTiter-Glo luminescence | 6 h | inhibition, % at 7.5 µM | hit rate 1.3% among 300,000 | AID 1662, 2009;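 active means mean replicate score, as percent of positive control median, at least 50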;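 further: strain carries kanamycin resistance gene driven by streptokinase promoter and grows in 40 µg/ml kanamycin; loss of luminescence reflects streptokinase promoter inhibition or plain growth inhibition; 0% = median of DMSO wells and 100% = positive control at its reference dose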
TRPC4 agonist: activators of mouse TRPC4 channel, primary screen, Fluo4 calcium, HEK293 TRPC4beta/mu-opioid cells; Short transient receptor potential channel 4 (Mus musculus), Q9QUQ5; Fluo4 calcium fluorescence; stronger effect = higher value; B-score at 10 µM; hit rate 0.49% among 310,000; AID 2237, 2010;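 active means B-score above 5 SD of library B-scores, and initial fluorescence ratio not above library mean plus 5 SD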;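 further: positive B-score marks a calcium rise read as TRPC4 activation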
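Assay system: HEK293 stable line with TRPC4beta plus mu-opioid receptor; schedule: 45 min room-temperature Fluo4 loading, 110 s read; technique: kinetic Fluo4 calcium fluorescence; evaluation: integrated baseline-normalised fluorescence ratio, converted to per-well B score; controls: buffer (low) and maximal DAMGO (high)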
ANO1 block: TMEM16A chloride channel inhibitors, primary screen, cell-based, HTS; Anoctamin-1 (Mus musculus), Q8BHY3; HEK293 TMEM16A/YFP iodide influx fluorescence, ionomycin; normalized B-score (activity score, 25-100; higher = stronger inhibition) at 10 µM; hit rate 1.2% among 310,000; AID 588511, 2011;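 active means ratio plate-corrected score three or more library SD toward inhibition, starting fluorescence score within five deviations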;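 further: score derived from kinetic fluorescence span divided by baseline fluorescence per well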
Target sequence (Q8BHY3 whole entry, looked up): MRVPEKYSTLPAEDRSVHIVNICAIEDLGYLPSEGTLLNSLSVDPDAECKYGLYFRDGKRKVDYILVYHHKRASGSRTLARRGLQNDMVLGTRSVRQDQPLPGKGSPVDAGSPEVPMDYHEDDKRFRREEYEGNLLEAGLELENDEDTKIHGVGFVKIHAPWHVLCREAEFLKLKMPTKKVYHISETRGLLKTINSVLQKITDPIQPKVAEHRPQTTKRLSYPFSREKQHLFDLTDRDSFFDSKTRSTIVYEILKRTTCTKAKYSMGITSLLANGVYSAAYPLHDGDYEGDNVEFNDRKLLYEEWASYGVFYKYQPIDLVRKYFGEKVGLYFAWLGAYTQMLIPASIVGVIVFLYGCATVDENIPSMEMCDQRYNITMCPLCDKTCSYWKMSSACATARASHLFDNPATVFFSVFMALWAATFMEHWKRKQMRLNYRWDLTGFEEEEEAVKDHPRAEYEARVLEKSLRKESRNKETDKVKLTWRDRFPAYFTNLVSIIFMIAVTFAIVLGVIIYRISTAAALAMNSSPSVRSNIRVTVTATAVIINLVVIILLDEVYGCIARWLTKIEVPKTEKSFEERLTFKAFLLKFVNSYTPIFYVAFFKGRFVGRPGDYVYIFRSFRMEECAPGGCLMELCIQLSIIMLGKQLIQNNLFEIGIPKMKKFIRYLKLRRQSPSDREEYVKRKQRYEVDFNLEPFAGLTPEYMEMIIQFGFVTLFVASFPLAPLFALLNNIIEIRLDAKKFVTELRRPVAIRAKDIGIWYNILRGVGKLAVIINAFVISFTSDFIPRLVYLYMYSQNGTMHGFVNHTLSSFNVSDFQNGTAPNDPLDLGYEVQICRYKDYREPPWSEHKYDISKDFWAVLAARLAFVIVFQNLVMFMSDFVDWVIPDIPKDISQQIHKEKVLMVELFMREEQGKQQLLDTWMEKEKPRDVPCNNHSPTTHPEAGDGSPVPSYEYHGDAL
TMEM16A act: TMEM16A chloride channel activators or potentiators, primary screen, cell-based, HTS; AID 623877, 2012; HEK293 TMEM16A/YFP-H148Q/I152L, iodide quench fluorescence; stronger effect = lower value; Anoctamin-1 (Mus musculus), Q8BHY3; B-score at 10 µM; hit rate 0.3% among 340,000;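 active means fluorescence-ratio B-score plate-corrected deviation score at least 3 library SD below zero, with starting fluorescence score within 5 deviations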;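 further: channel opened by trigger with iodide after compound preincubation; score built on the fluorescence ratio of max minus min over baseline; more negative score means more quench and so TMEM16A activation or potentiation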
MrgX1 antagonist: antagonists of human MrgX1 receptor, primary screen, HEK293 cells, Fluo-4 calcium flux | Mas-related G-protein coupled receptor member X1 (Homo sapiens), Q96LB2 | BAM8-22 antagonism; stronger effect = lower value | B-score at 10 µM | hit rate 1.3% among 310,000;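 active means calcium-response B-score plate-corrected more than 3 library SD below zero, starting fluorescence within 5 deviations, no agonist response on first addition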;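 further: peak minus trough fluorescence over baseline after final BAM8-22 challenge near maximal dose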
TRPC6 activator: mouse TRPC6 channel activators, primary screen, cell-based, HEK293, membrane potential dye; HEK293-TRPC6 membrane potential dye fluorescence; stronger effect = higher value; B-score at 10 µM; hit rate 0.13% among 310,000;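 active means B-score of the integrated fluorescence ratio above library mean plus 3 SD, and starting fluorescence ratio within library mean plus 5 SD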;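 further: higher score means more depolarization so channel activation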
TRPC4 PAM: positive allosteric modulators of TRPC4, primary screen, cell-based, mouse TRPC4beta, HEK293 mu-opioid, Fluo-4 calcium; B-score at 10 µM; DAMGO EC20, Fluo-4 Ca2+ flux; stronger effect = higher value; hit rate 0.42% among 310,000; AID 2227, 2009; Short transient receptor potential channel 4 (Mus musculus), Q9QUQ5;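 active means B-score of calcium response area above 5 SD of library B-scores, with initial fluorescence ratio within 5 SD of library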;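 further: B-score of integrated fluorescence ratio over time as area under calcium response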
TRPC6 inh: mouse TRPC6 channel inhibitors, primary screen, cell-based, HEK293, membrane potential dye; ACh-evoked depolarization; stronger effect = lower value; B-score at 10 µM; hit rate 1.1% among 310,000;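 active means B-score under library mean minus 3 SD, initial fluorescence not abnormally high, positive integrated signal ratio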;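 further: B-score derived from integrated fluorescence ratio over the kinetic read; more negative B-score means stronger inhibition of depolarization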
TRPC4 inh: inhibitors of mouse TRPC4 channel, primary screen, Fluo4 calcium, HEK293 TRPC4beta/mu-opioid cells | DAMGO-evoked Fluo4 calcium flux; stronger effect = lower value | B-score at 10 µM | hit rate 0.39% among 300,000 | AID 2247, 2010;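 active means B-score over 3 SD under the library average, no early fluorescence shift, positive overall ratio signal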
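Assay system: HEK293 cells with stable TRPC4beta plus mu-opioid receptor expression; Probe or stimulus: DAMGO in two steps, submaximal then maximal; Dosing: single-point compound dosing; Measured by: Fluo4 calcium-dye fluorescence, kinetic read; Read-out basis: B score from integrated Fluo4 fluorescence ratio.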
An asterisk follows results filed as active; i = inactive; . = not tested or not shown. Compounds as they come; about 6.7% have a hit in one of these screens.

SMILES	MrgX1 ag	MrgX1 allo act	SKKanGAS inh	TRPC4 agonist	ANO1 block	TMEM16A act	MrgX1 antagonist	TRPC6 activator	TRPC4 PAM	TRPC6 inh	TRPC4 inh
O=S1(=O)CCC(NC(=S)SCCOc2ccccc2)C1 (configuration not stated)	i	i	0.5	i	i	i	i	i	i	i	i
O=C1OC(OC2CCCCC2)(c2ccccc2)c2ccccc21 (configuration not stated)	i	i	5.6	i	i	i	i	i	i	i	i
CC[C@H](C)[C@H](NC(N)=O)C(=O)Nc1ccc(NC(C)=O)cc1	i	i	-1.7	i	i	i	i	i	i	i	i
Cc1c(C(C)NC(=O)Nc2ccc(F)cc2F)cnn1C (configuration not stated)	i	i	0.2	i	i	i	i	i	i	i	i
COc1ccc(-c2csc3ncnc(Oc4cccc5ccc(C)nc45)c23)cc1	i	i	1.6	i	i	i	i	i	i	i	i
C=CCNc1nc(C2(C)CC3(CC(C)(C)OC3=O)C(=O)O2)cs1 (configuration not stated)	i	i	-4.5	i	i	i	i	i	i	i	i
COc1ccc(C(=O)NCCCc2ccccc2)cc1	i	i	-8.6	i	i	i	i	i	i	i	i
Cc1ccccc1NC(=O)COc1ccc2c(c1)OC(C)(C)CC2=O	i	i	-6.2	i	i	i	i	i	i	i	i
CC(C)Cc1cc(C(=O)NCCCN2CCOCC2)no1	i	i	-1.1	i	i	i	i	i	i	i	i
COC(=O)Cn1c(=NC(=O)c2ccc(OC)c(OC)c2)sc2cc(OC)ccc21	i	i	6.9	i	i	i	i	i	i	i	i
Brc1ccc(CSc2nnc(-c3cccnc3)o2)cc1	i	i	0.0	i	i	i	i	i	i	i	i
Cc1cccc(OCC(=O)NNC(=O)c2cccs2)c1	i	i	-2.8	i	i	i	i	i	i	i	i
Cc1ccc(NC(=O)CCC(=O)NNC(=O)COc2ccccc2)c(C)c1	i	i	-4.6	i	i	i	i	i	i	i	i
COc1cc(OC)cc(-c2n[nH]c(=S)n2-c2ccc3c(c2)OCCO3)c1	i	i	-4.0	i	i	i	i	i	i	i	i
CCOc1ccc(NC2C=CS(=O)(=O)C2)cc1 (configuration not stated)	i	i	-24.2	i	i	i	i	i	i	i	i
COc1ccccc1OCC(=O)Nc1ccc2c(c1)OCCO2	i	i	-8.7	i	i	i	i	i	i	i	i
CC(=O)Nc1ccc(NC(=O)C(C)OC(=O)CCN=C2NS(=O)(=O)c3ccccc32)cc1 (configuration not stated)	i	i	-3.9	i	i	i	i	i	i	i	i
Cn1c(=O)[nH]c(=O)c2c1nc(SCCO)n2CC(O)COc1ccccc1 (configuration not stated)	i	i	0.9	i	i	i	i	i	i	i	i
CCCNc1c(NC(=O)c2ccc3c(c2)OCO3)c(=O)oc2ccccc12	i	i	-8.3	i	i	i	i	i	i	i	i
Cc1cc(OCC(O)CN(C)C(=O)C(C)Oc2ccccc2)ccc1Cl (configuration not stated)	i	i	-1.7	i	i	i	i	i	i	i	i
CCCOP(=O)(OCCC)C(Nc1ccc(C(=O)O)cc1)c1ccccc1 (configuration not stated)	i	i	7.5	i	i	i	i	i	i	i	i
COc1ccc(CNc2nc(C)cc(C)c2C#N)cc1	i	i	16.0	i	i	i	i	i	i	i	i
Cc1cccn2c(=O)c3cc(C(=O)NC4CCCC4)c(=N)n(C4CCCC4)c3nc12	i	i	6.1	i	i	i	i	i	i	-5.19*	i
COc1nccnc1NS(=O)(=O)c1ccc(NC(=S)NC(=O)c2ccc(F)cc2)cc1	i	i	12.9	i	i	i	i	i	i	i	i
NS(=O)(=O)c1ccc(N2N=C(c3ccc(Br)cc3)CC2c2ccc(F)cc2)cc1 (configuration not stated)	i	i	71.6*	i	i	i	i	i	i	i	i

A few values from the results shown:
CC(C)Cc1cc(C(=O)NCCCN2CCOCC2)no1 @ SKKanGAS inh = -1.1
COc1ccc(C(=O)NCCCc2ccccc2)cc1 @ SKKanGAS inh = -8.6

The listing continues:
SMILES	MrgX1 ag	MrgX1 allo act	SKKanGAS inh	TRPC4 agonist	ANO1 block	TMEM16A act	MrgX1 antagonist	TRPC6 activator	TRPC4 PAM	TRPC6 inh	TRPC4 inh
C=CCN=C1N[C@@H](c2ccccc2)C(C(=O)OC)=C(C)N1CC	i	i	2.7	i	i	i	i	i	i	i	i
N#Cc1ccc(C(=O)Nc2cc(-c3ccc(F)cc3)nn2-c2ccccc2)cc1	i	i	.	.	i	i	i	.	.	.	.
O=C(Cn1cc([N+](=O)[O-])nc1[N+](=O)[O-])N1CCN(c2ccccc2)CC1	i	i	15.9	i	i	i	i	i	i	i	i
O=C(NC(=S)Nc1cccnc1)c1ccccc1	i	i	-15.7	i	i	i	i	i	i	i	i
CCSc1nnc(NC(=O)c2cccnc2Cl)s1	i	i	-0.7	i	i	i	i	i	i	i	i
COc1ccc(C2=NN(CC(=O)NCC(OC)OC)C(=O)CC2)cc1	i	i	-2.8	i	i	i	i	i	i	i	i
CCCN(CC1CCCO1)C(=O)CCc1nnc(CCc2ccc(OC)cc2)o1 (configuration not stated)	i	i	-0.6	i	i	i	i	i	i	i	i
Cc1cc(/C=C/C(=O)O)c(C)n1-c1ccc(Cl)cc1	i	i	19.7	i	i	i	i	i	i	i	i
O=c1[nH]cc(C(F)(F)F)cc1NS(=O)(=O)c1ccccc1[N+](=O)[O-]	i	i	0.2	i	i	i	i	i	i	i	i
O=C(Nc1nccs1)C1CC(=O)N(c2ccc(F)cc2)C1 (configuration not stated)	i	i	-3.1	i	i	i	i	i	i	i	i
CC(C)CC(=O)Nc1ccc(-c2nc3ccccc3c(=O)o2)cc1	i	i	-5.8	i	i	i	i	i	i	i	i
CC1CCC(=C(C#N)C(=O)Nc2cccc(Cl)c2)CC1 (configuration not stated)	i	i	-15.0	i	i	i	i	i	i	i	i
Nc1ccccc1Nc1cc(-c2cccc(Cl)c2)nn1-c1ccccc1	i	i	9.5	i	i	i	i	i	i	i	i
O=C(NCc1ccncc1)C1CCN(C(=O)c2cccc(Cl)c2)CC1	i	i	1.4	i	i	i	i	i	i	i	i
CCOC(=O)c1c(C)[nH]c(C(=O)COC(=O)c2ccc(F)c(S(=O)(=O)N3CCOCC3)c2)c1C	i	i	15.8	i	i	i	i	i	i	i	i
COc1ccccc1-c1c(NC(=O)c2ccco2)n(-c2ccccc2)nc(C)c1=O	.	.	6.4	i	.	.	.	i	i	i	i
Cc1occc1C(=O)NNC(=O)CN1C(=O)NC(C)(c2ccccc2)C1=O (configuration not stated)	i	i	-3.0	i	i	i	i	i	i	i	i
Cc1onc(-c2c(F)cccc2Cl)c1C(=O)Nc1nnc(C(F)(F)F)s1	i	i	4.2	i	i	i	-5.08*	i	i	i	i
O=C1C(=O)N(Cc2cccc([N+](=O)[O-])c2)c2ccccc21	i	i	1.1	i	i	i	i	i	i	i	i
COc1ccccc1CNC(=O)C1CCCN(S(=O)(=O)c2c(C)[nH]c(=O)[nH]c2=O)C1 (configuration not stated)	i	i	-4.3	i	i	i	i	i	i	i	i
Cc1ccc(C)c(NC(=S)N(Cc2ccc(Cl)cc2)Cc2ccc(C(=O)O)cc2)c1	i	i	11.1	i	i	i	i	i	i	i	.
Cc1cccc(NC(=O)CCNC(=O)c2ccco2)c1	i	i	1.4	i	i	i	i	i	i	i	i
O=C1c2ccccc2C(=O)N1Cc1cccnc1	i	i	-6.9	i	i	i	i	i	i	i	i
Cc1ccc(C(=O)NNC(=O)C2CCN(C(=O)OC(C)(C)C)CC2)cc1	i	i	-3.5	i	i	i	i	i	i	i	i
O=C(NCCN1CCCCC1)Nc1ccccc1Cl	i	i	-2.7	i	i	i	i	i	i	i	i
More records:
SMILES	MrgX1 ag	MrgX1 allo act	SKKanGAS inh	TRPC4 agonist	ANO1 block	TMEM16A act	MrgX1 antagonist	TRPC6 activator	TRPC4 PAM	TRPC6 inh	TRPC4 inh
Cc1ccc(N(C(=O)c2snc(C(N)=O)c2N)C(C(=O)NCc2ccccc2)c2ccncc2)c(C)c1 (configuration not stated)	i	i	9.1	i	i	i	i	i	i	i	i
NC1=NC[C@H](Cc2ccc(O)cc2)N1CCC12CC3CC(CC(C3)C1)C2	i	i	15.4	i	i	i	i	i	i	i	i
O=C(Nc1ccc(C(=O)Nc2ccccc2Cl)cc1)c1cccnc1	i	i	.	i	i	i	i	i	i	i	i
COc1ccc(-n2c(=S)[nH]c3cc(C(=O)Nc4ccc(F)cc4)ccc3c2=O)c(OC)c1	i	i	20.3	i	i	i	i	i	i	i	i
COc1ccccc1N(CC(O)Cn1nc(C)cc1C)S(=O)(=O)c1ccccc1 (configuration not stated)	i	i	10.5	i	i	i	i	i	i	i	i
Oc1ccc(N=Nc2ccc(Br)cc2)c(O)c1	i	i	4.9	i	i	i	i	i	i	-5.35*	i
COc1ccc(CCNC2CCc3ccccc3C2)cc1 (configuration not stated)	i	i	1.9	i	i	i	i	i	i	i	i
COc1ccccc1/C=C/C(=O)N1CCCC1	i	i	1.2	i	i	i	i	i	i	i	i
CC1CN(C(=O)c2ccccc2)c2ccccc2NC1=O (configuration not stated)	i	i	1.6	i	i	i	i	i	i	i	i
CC(C)c1ccc(NC(=O)N2CCc3ccccc3C2)cc1	i	i	-8.9	i	i	i	i	i	i	i	i
COc1cccc(OCCOc2c(OC)cccc2OC)c1	i	i	-0.2	i	i	i	i	i	i	i	i

From PubChem
